ROMK mod: modulators of human ROMK potassium channel | Tet-inducible ROMK, thallium flux fluorescence; actives lie on both sides | B-score at 10 µM | 2% of 130,000 active;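 active = signal ratio slope over the read window, or its plate-corrected B-score, at least 3 SD from the plate mean, either direction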;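 also: B-score of the F/F0 ratio slope over 7 to 12 s after thallium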
Target sequence (P48048 whole entry, looked up): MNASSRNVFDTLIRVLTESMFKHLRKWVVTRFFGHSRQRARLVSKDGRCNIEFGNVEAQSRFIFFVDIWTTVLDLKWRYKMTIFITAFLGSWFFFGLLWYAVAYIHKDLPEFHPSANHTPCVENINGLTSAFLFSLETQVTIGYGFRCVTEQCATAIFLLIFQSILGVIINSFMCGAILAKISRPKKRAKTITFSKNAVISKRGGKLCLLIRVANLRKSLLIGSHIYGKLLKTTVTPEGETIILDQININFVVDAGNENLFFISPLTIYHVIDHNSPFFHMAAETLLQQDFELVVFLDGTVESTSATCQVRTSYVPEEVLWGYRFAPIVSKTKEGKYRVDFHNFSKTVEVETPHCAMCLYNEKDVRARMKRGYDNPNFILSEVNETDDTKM
* marks the source's active call; other numbers are inactive results. This is a subset (hit frequency here may not be typical).

What do the screens show for `O=C(N/N=C/c1cccc([N+](=O)[O-])c1)c1c[nH]c2ccccc12`?
ROMK mod: -1

How did Cc1cc(C)n(CCC(=O)N/N=C/c2ccc(Cl)c([N+](=O)[O-])c2)n1 do in these assays?
ROMK mod: -2.1

Results for CC1CCN(Cc2cc(=O)oc3cc4c(cc23)CCCC4)CC1 ?
ROMK mod: 0.81

How did COC(=O)c1c(-c2snnc2C)n[nH]c1C do in these assays?
ROMK mod: -1.2

How did CCc1ccc(N2Cc3ccccc3C2)cc1 do in these assays?
ROMK mod: -0.23

What do the screens show for `C/C(CCC1CC(C)OC1=O)=N\NC(N)=O` (configuration not stated)?
ROMK mod: 1.3

Results for O=C1N/C(=N/N=C/c2ccccc2O)SC1Cc1ccc(F)cc1 (configuration not stated) ?
ROMK mod: -0.27

How did Cc1ccc(OCc2nnc(N)s2)cc1C do in these assays?
ROMK mod: 0.062

How did COCCCN1CN(S(=O)(=O)c2cccs2)c2nc3ccccc3nc21 do in these assays?
ROMK mod: -0.24

What do the screens show for `CCC(C(=O)NC(C)(C)C)N(Cc1cccs1)C(=O)CNS(=O)(=O)c1ccccc1` (configuration not stated)?
ROMK mod: -0.72

How did NNC(=O)C(Cc1c[nH]c2ccccc12)NC(=O)c1ccccc1 (configuration not stated) do in these assays?
ROMK mod: -0.52

What do the screens show for `O=C1C(Nc2ccccc2)=CC(c2ccc(O)cc2)N1c1ccccc1` (configuration not stated)?
ROMK mod: 1

Results for CC(NC(=O)c1ccc2c(c1)OCO2)C(c1cccs1)N1CCN(c2ccccc2)CC1 (configuration not stated) ?
ROMK mod: 0.56

Results for COc1ccccc1CNC(=O)C1=CCN(S(=O)(=O)c2ccc(C)cc2)CC1 ?
ROMK mod: -0.39

Results for Cc1c(S(=O)(=O)c2ccccn2)c(N)n(Cc2ccccc2Cl)c1C ?
ROMK mod: -1.4

What do the screens show for `CCOC(=O)C1CCN(C(=O)Nc2ccc(OC(F)(F)F)cc2)CC1`?
ROMK mod: -0.23

Results for COC(=O)c1sccc1NC(=O)CC1C(=O)NCCN1C(=O)Nc1ccc(OCc2ccccc2)cc1 (configuration not stated) ?
ROMK mod: 0.35

What do the screens show for `Oc1ccc(/C=N/Nc2nc(-c3cccnc3)nc3ccccc23)c(O)c1`?
ROMK mod: 1

What do the screens show for `CC(=O)Nc1ccc(S(=O)(=O)N2c3ccccc3NC(=O)CC2C)c(Cl)c1` (configuration not stated)?
ROMK mod: -0.69

What do the screens show for `Cc1cc(NC(=O)c2cc3cccc([N+](=O)[O-])c3[nH]2)ccc1F`?
ROMK mod: 0.0012

Results for COc1ccccc1-c1nnc(SCC(=O)Nc2ccc(S(N)(=O)=O)cc2)n1N ?
ROMK mod: -0.87

What do the screens show for `CCOC(=O)c1cn2nc(Oc3ccc(NC(C)=O)cc3)ccc2n1`?
ROMK mod: -0.0044

What do the screens show for `CCCCC1(CO)C(=O)N(c2ccccc2)N(c2ccccc2)C1=O`?
ROMK mod: -1.9

Results for O=C1/C(=C/C=C/c2ccco2)SC(=S)N1NS(=O)(=O)c1ccccc1 ?
ROMK mod: 1.1

What do the screens show for `Cc1[nH]c2ccccc2c1/C=N/NC(=O)c1cc(C(C)C)[nH]n1`?
ROMK mod: 0.38

What do the screens show for `Cc1ccc(/C=N/Nc2ncnc3nc[nH]c23)cc1`?
ROMK mod: -0.032

How did Cc1nc(-c2ccncc2)nc(NCCNc2ccc(C(F)(F)F)cn2)c1Cl do in these assays?
ROMK mod: -0.25

How did COc1ccc(-c2cc3nc4n(c(=O)c3s2)CCOC4)cc1 do in these assays?
ROMK mod: 0.19

How did CC(=O)c1cccc(Nc2cc(C)nc3c(C)cccc23)c1 do in these assays?
ROMK mod: -0.26

What do the screens show for `CCCCCC(=O)NC(=S)NC1C2CC3CC(C2)CC1C3` (configuration not stated)?
ROMK mod: -0.029

Results for O/N=C/c1ccc2ccccc2n1 ?
ROMK mod: 0.96

What do the screens show for `Cc1ccc(NC2c3ccccc3C(=O)N2c2cccnc2)cc1` (configuration not stated)?
ROMK mod: -0.49

How did O=C(NCc1cccnc1)c1cc(-c2ccc(Cl)cc2)oc1C(F)(F)F do in these assays?
ROMK mod: -0.28

What do the screens show for `COc1ccc(N=C2NC(=O)/C(=C/c3ccco3)S2)cc1`?
ROMK mod: -0.62

What do the screens show for `COC(=O)C1=C(Nc2ccccc2NC(=O)c2ccccc2C(=O)O)CSC1`?
ROMK mod: 0.5

What do the screens show for `C=C1C(C(=O)Nc2ccccc2)C1C(=O)Nc1ccccc1` (configuration not stated)?
ROMK mod: -0.57

What do the screens show for `O=C(NCCc1ccc(Cl)cc1)c1ccc(CNc2c(N3CCOCC3)c(=O)c2=O)cc1`?
ROMK mod: 0.78

How did Cn1nnnc1SCC(=O)N1CCc2ccccc21 do in these assays?
ROMK mod: -0.14

Results for S=C(NC1CCCCC1)N1CCc2[nH]c3ccccc3c2C1 ?
ROMK mod: 0.67

What do the screens show for `O=C(Nc1cc(F)ccc1F)N1CCN(c2ccnc3cc(Cl)ccc23)CC1`?
ROMK mod: -1.1

How did O=c1cnnc(N/N=C/c2ccc3c(c2)OCO3)[nH]1 do in these assays?
ROMK mod: -2.4

Results for Cc1ccc2nc(/N=C(\N)NC(=O)NC3CCCCC3)nc(C)c2c1 ?
ROMK mod: 0.74

What do the screens show for `Cc1ccc(C2/C(=C(\O)c3c(C)nc4ccccn34)C(=O)C(=O)N2CCN(C)C)o1` (configuration not stated)?
ROMK mod: 0.1

What do the screens show for `Cc1cc(C)cc(N2C(=O)CCN(Cc3ccccc3)C2=O)c1`?
ROMK mod: 0.5

How did N/C(=N\OC(=O)Nc1ccccc1)c1ncc([N+](=O)[O-])s1 do in these assays?
ROMK mod: 0.2

What do the screens show for `COc1ccc(NC(=S)N2CCCCC2c2cccnc2)cc1` (configuration not stated)?
ROMK mod: 0.47

How did CCN(CC)CCn1c(C)nc2ccccc21 do in these assays?
ROMK mod: 0.42

Results for Cc1cc(SCC(=O)NN)c2cc(Br)ccc2n1 ?
ROMK mod: 0.67

Results for NC(=O)c1cc2cc(Cl)ccc2o/c1=N/NC(=O)c1cccs1 ?
ROMK mod: 0.059

Results for Cc1cc2c(NC(=O)CC(C)(C)CC(=O)O)cccc2nn1 ?
ROMK mod: 0.87

Results for C/C(Cn1nnc([N+](=O)[O-])n1)=N\NC(=O)c1ccc(O)cc1 ?
ROMK mod: -0.13

What do the screens show for `Cc1ccc2nc(-c3ccc4c(c3)OCCO4)cn2c1`?
ROMK mod: 0.024

How did NC(=S)Nc1ccc(F)c(F)c1F do in these assays?
ROMK mod: 0.64

What do the screens show for `N#C/C(=N\Nc1ccc([N+](=O)[O-])cc1)C(N)=S`?
ROMK mod: -0.005

How did CCOc1cc(/C=N/Nc2ccc(C(=O)O)cc2)ccc1OC(=O)c1ccccc1C do in these assays?
ROMK mod: 1.6

Results for O=C(/C=C/c1ccco1)N(Cc1cccc(Br)c1)C1CCS(=O)(=O)C1 (configuration not stated) ?
ROMK mod: -1.4

Results for CCCCOc1ccc(CN=C(N)N)cc1Cl ?
ROMK mod: -0.38

How did Cc1nn(C)c(Sc2ccccn2)c1[N+](=O)[O-] do in these assays?
ROMK mod: -0.77

How did COc1ccc(CC2S/C(=N/N=C/c3ccccc3O)NC2=O)cc1 (configuration not stated) do in these assays?
ROMK mod: 0.15

Results for COc1ccc(NC(=O)N[C@@H](Cc2ccccc2)C(=O)NN)cc1 ?
ROMK mod: -0.88

How did CC1(C)CC(=O)C(C2C3=C(CC(C)(C)CC3=O)OC3=C2C(=O)CC(C)(C)C3)=C(O)C1 do in these assays?
ROMK mod: 1

What do the screens show for `NC(=O)c1ccc(-c2ccccc2F)cc1`?
ROMK mod: 0.52

How did CCOc1ccc(N(CC(=O)Nc2ccccc2C)S(=O)(=O)c2c(C)[nH]c(=O)[nH]c2=O)cc1 do in these assays?
ROMK mod: 1.3

How did COc1cccc(/C=N/n2cnc3c(cnn3-c3ccccc3)c2=O)c1 do in these assays?
ROMK mod: -0.97

How did O=S(=O)(Nc1cccc(CCc2ccccn2)c1)c1cc(Cl)ccc1Cl do in these assays?
ROMK mod: -0.12

What do the screens show for `Cc1cc(=O)[nH]c2nnnn12`?
ROMK mod: -0.25

How did N/C(=N\OC(=O)c1ccc(Cl)cc1)c1[nH]ncc1Br do in these assays?
ROMK mod: -0.044

What do the screens show for `COc1ccc(Cn2c(C(C)C)nc3sc4ccccc4c(=O)c3c2=O)cc1`?
ROMK mod: -2.2

Results for CC1(C)N=C(N)N=C(N)N1c1ccc(OCCCOc2ccccc2)c(Cl)c1 ?
ROMK mod: -3.1*

How did O=C(c1ccc(F)cc1F)N1CCCN(c2nc(-c3ccccc3)ns2)CC1 do in these assays?
ROMK mod: -0.39

How did Cc1cccc(OCC(=O)N/N=C/c2sc(=O)n(Cc3cccc(C(=O)O)c3)c2Cl)c1 do in these assays?
ROMK mod: -0.17

What do the screens show for `COc1ccc(OCC(O)Cn2c(N)nc3c2c(=O)[nH]c(=O)n3C)cc1` (configuration not stated)?
ROMK mod: -0.34

How did Nc1ccccc1C(=O)NNc1c2ccccc2nc2ccccc12 do in these assays?
ROMK mod: 0.21

Results for CC(=O)/C(=C\N(C)C)Sc1ccc(C)cc1 ?
ROMK mod: 1.1

What do the screens show for `Cc1c(C)c(C)c2[nH]c(=S)[nH]c2c1C`?
ROMK mod: 0.84

Results for CC(C)(C)S(=O)(=O)c1cnc(-c2ccccn2)nc1N ?
ROMK mod: -0.34

What do the screens show for `CC1=NNC(=O)C1CC(=O)N/N=C/c1ccc(C)o1` (configuration not stated)?
ROMK mod: 0.019

What do the screens show for `Cc1c(Cc2ccc3c(c2)OCO3)sc(NC(=O)C2CC2)c1C(N)=O`?
ROMK mod: 0.024

How did CSc1nnnn1-c1c(C)cccc1C do in these assays?
ROMK mod: 1

Results for COc1ccccc1N1C(=S)NC2CS(=O)(=O)CC21 (configuration not stated) ?
ROMK mod: -0.36

How did N#C/C(=C\c1ccccc1)C(=O)Nc1cccnc1 do in these assays?
ROMK mod: -0.088

Results for COC(=O)c1ccc(S(=O)(=O)N(C2CCCCC2)C2CCCCC2)n1C ?
ROMK mod: 1

Results for COc1ccc(N2C(=O)c3ccccc3S2(=O)=O)cc1 ?
ROMK mod: 0.72

How did NS(=O)(=O)c1ccc(CNS(=O)(=O)c2cccc3nonc23)cc1 do in these assays?
ROMK mod: 0.46

Results for CCCCC(CC)C1OCC(CN2CCCCC2)O1 (configuration not stated) ?
ROMK mod: 0.68

Results for Clc1cc(Cl)cc(Nc2ncnc(-n3cccc3)n2)c1 ?
ROMK mod: 0.83

How did CCOC(=O)c1nc(C)nc(Sc2n[nH]c(-c3cc(C(F)(F)F)cc(C(F)(F)F)c3)n2)c1C do in these assays?
ROMK mod: -2.6

Results for CCN(CC)c1ccc(CNc2nc3ccccc3n2C(C)C)cc1 ?
ROMK mod: 0.36

How did CC1(C)CC2=C(CO1)C(=S)NC(c1ccccc1)N2CC1CCCO1 (configuration not stated) do in these assays?
ROMK mod: 0.031

How did O=C1CSC(c2ccccc2F)N1 (configuration not stated) do in these assays?
ROMK mod: 0.26

What do the screens show for `Cc1ccccc1NC(=O)Cn1nnc2sc3c(c2c1=O)CC(C)(C)OC3`?
ROMK mod: -0.12

Results for Cn1cccc1/C=N/N1CCN(Cc2ccccc2)CC1 ?
ROMK mod: -0.56

What do the screens show for `COC(=O)c1ccc2c(=O)n(Cc3ccc4c(c3)OCO4)c(SCC(=O)N3CCCC3)nc2c1`?
ROMK mod: 0.023

Results for Cc1[nH]n(-c2ccccc2)c(=O)c1C=Nc1ccc(S(=O)(=O)NC(N)=O)cc1 ?
ROMK mod: 0.31

How did COC(=O)c1ccc(N=CC2=C(O)CC(c3ccccc3)CC2=O)cc1 (configuration not stated) do in these assays?
ROMK mod: 0.014

Results for CCOc1ccc(NC(=O)c2ccccc2SC)cc1 ?
ROMK mod: -0.86

Results for CS(=O)(=O)NNC(=O)Cn1nnc(-c2cc(C(F)(F)F)cc(C(F)(F)F)c2)n1 ?
ROMK mod: 0.34

Results for C/C(=N\n1c(C)nc2ccccc2c1=O)c1ccc(C)o1 ?
ROMK mod: -0.84

How did S=C(NCCc1ccccc1)N/N=C/c1ccc(Cl)cc1 do in these assays?
ROMK mod: 0.39

How did Brc1ccc2c(c1)[C@H]1OCC[C@H]1[C@@H](c1cccs1)N2 do in these assays?
ROMK mod: -0.72

How did CNC1(c2nnnn2-c2ccccc2C)CCOC(C)(C)C1 (configuration not stated) do in these assays?
ROMK mod: -0.0056

Results for O=C(Cn1nc2n(c1=O)-c1ccccc1SC2)N/N=C/c1cccs1 ?
ROMK mod: 0.058

Results for FC(F)(F)c1cnc(COc2ccc(Cl)cc2Cl)c(Cl)c1 ?
ROMK mod: 0.69

Entries shown so far that contain fluorine (13):
Results for O=C1N/C(=N/N=C/c2ccccc2O)SC1Cc1ccc(F)cc1 (configuration not stated) ?
ROMK mod: -0.27

What do the screens show for `CCOC(=O)C1CCN(C(=O)Nc2ccc(OC(F)(F)F)cc2)CC1`?
ROMK mod: -0.23

What do the screens show for `Cc1cc(NC(=O)c2cc3cccc([N+](=O)[O-])c3[nH]2)ccc1F`?
ROMK mod: 0.0012

How did Cc1nc(-c2ccncc2)nc(NCCNc2ccc(C(F)(F)F)cn2)c1Cl do in these assays?
ROMK mod: -0.25

How did O=C(NCc1cccnc1)c1cc(-c2ccc(Cl)cc2)oc1C(F)(F)F do in these assays?
ROMK mod: -0.28

What do the screens show for `O=C(Nc1cc(F)ccc1F)N1CCN(c2ccnc3cc(Cl)ccc23)CC1`?
ROMK mod: -1.1

How did NC(=S)Nc1ccc(F)c(F)c1F do in these assays?
ROMK mod: 0.64

What do the screens show for `NC(=O)c1ccc(-c2ccccc2F)cc1`?
ROMK mod: 0.52

How did O=C(c1ccc(F)cc1F)N1CCCN(c2nc(-c3ccccc3)ns2)CC1 do in these assays?
ROMK mod: -0.39

How did CCOC(=O)c1nc(C)nc(Sc2n[nH]c(-c3cc(C(F)(F)F)cc(C(F)(F)F)c3)n2)c1C do in these assays?
ROMK mod: -2.6

How did O=C1CSC(c2ccccc2F)N1 (configuration not stated) do in these assays?
ROMK mod: 0.26

Results for CS(=O)(=O)NNC(=O)Cn1nnc(-c2cc(C(F)(F)F)cc(C(F)(F)F)c2)n1 ?
ROMK mod: 0.34

Results for FC(F)(F)c1cnc(COc2ccc(Cl)cc2Cl)c(Cl)c1 ?
ROMK mod: 0.69
